Assay outcomes deposited in PubChem BioAssay by National Center for Advancing Translational Sciences (NCATS).
S3 lipid droplet: qHTS Assay for Lipid Storage Modulators in Drosophila S3 Cells; Drosophila S3 cells, BODIPY lipid droplet fluorescence, 18-24 h; cells fed with added oleic acid; lipid storage change, negative = inhibition, % at the top dose, mostly 46.1 µM; hits show Potency in µM; 320,000 tested, 0.64% active; active means well fitted inhibition curve with a large enough effect in the signal ratio, with a control signal flat, not every such curve was filed as active; inconclusive means small, poorly fitted or top-dose-only effect, or effect the other way, or a change in a side signal; the % refers to the signal ratio
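Drosophila S3 cells got compounds at several concentrations plus oleic acid (400 uM solution). Laser-scanning cytometry with 488 nm excitation read lipid droplets at 500-530 nm and cells at 575-640 nm. Percent activity was relative to 20 uM Triacsin C.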
S3 lipid droplet cell count max: second read-out of S3 lipid droplet, no call of its own (marks repeat the call); cell number change, %; measured here: cell count max response;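 cells counted by Cell Tracker Red CMTPX staining in the red channel; peak over a dose series mostly up to 46.1 µM; percent activity relative to internal control wells on each plate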
Starred values were filed as active, the others as inactive. On the % scale 0 is the no-effect control and ±100 the full control effect; potency means the concentration at half of the fitted maximal effect. This is a subset; count on the stated rates, not on these rows.

CC(=O)N1c2ccc(S(=O)(=O)N3CCCC3)cc2CC1C(=O)NC(C)C (stereo unspecified) was read as S3 lipid droplet inconclusive.
COc1ccc(C2=C/C(=C\c3ccccc3OC(C)=O)C(=O)O2)cc1 was read as S3 lipid droplet inactive.
For COCC(=O)Nc1ccc(C(C)C)cc1 the results were S3 lipid droplet inactive and S3 lipid droplet cell count max 24.
COc1cc(CC2C(=O)Nc3ccccc32)cc(C)c1O (stereo unspecified) was read as S3 lipid droplet 12% and S3 lipid droplet cell count max 8.
COc1cc(CN(C(=S)NCC(=O)NC2CCCC2)C2CCCC2)cc(OC)c1OC was read as S3 lipid droplet -2% and S3 lipid droplet cell count max 1.
O=C(/C=C/c1ccco1)Nc1ccc2c(c1)OCO2 was read as S3 lipid droplet -10%.
Screening COCCOC(=O)C1=C(C)NC2=C(C(=O)CC(C)(C)C2)C1c1ccc(N(C)C)cc1 (stereo unspecified) returned S3 lipid droplet inconclusive.
Screening CC(C)CC(=O)N1CCN(S(=O)(=O)c2ccc3ccccc3c2)CC1 returned S3 lipid droplet inconclusive.
`Cc1ccc(CNC(=O)CCn2c(=O)oc3ccccc32)cc1` gave S3 lipid droplet inconclusive.
For O=C(Nc1cccc(Cl)c1)N(CCN1CCOCC1)Cc1cccc(Cl)c1 the results were S3 lipid droplet inactive.
Cc1ccc[n+](CC(=O)c2ccc(Cl)cc2)c1 was read as S3 lipid droplet -25% and S3 lipid droplet cell count max 2.
`CCCCCC1CCC(c2ccc(C(N)=O)cc2)CC1` (stereo unspecified) gave S3 lipid droplet 0%.
For O=C1C=C(Nc2cccc3cccnc23)c2ccccc2C1=O the results were S3 lipid droplet inconclusive.
CCOc1ccccc1N1CCN(C(=O)C2=CC=CN3CCS(=O)(=O)N=C23)CC1 was read as S3 lipid droplet 2% and S3 lipid droplet cell count max -6.
CCOc1ccc(NC(=O)CN2C(=O)NC3(CCCC3)C2=O)cc1S(=O)(=O)N1CCCCC1 was read as S3 lipid droplet inconclusive.
`CN1CCN(c2cnn(-c3ccccc3)c(=O)c2Br)CC1` gave S3 lipid droplet inconclusive.
`O=C1c2ccccc2C(=O)N1CCn1ccnc1` gave S3 lipid droplet inactive and S3 lipid droplet cell count max 3.
Screening OC(COc1ccc(CNCCc2ccccc2F)cc1)CN1CCCCC1 (stereo unspecified) returned S3 lipid droplet 5% and S3 lipid droplet cell count max 4.
CCOC(=O)c1cc2c(=O)n3ccccc3nc2n(C(C)C)c1=NC(=O)c1ccncc1 was read as S3 lipid droplet inconclusive.
Screening CC1CCN(C(=O)CSCC(=O)Nc2nc(-c3cccs3)cs2)CC1 returned S3 lipid droplet inconclusive.
COCc1cc(SC2CCCCC2)nc(C)n1 was read as S3 lipid droplet 18% and S3 lipid droplet cell count max 10.
Screening Cc1ccc(C(=O)NN(C)c2nc3ccccc3nc2C(F)(F)F)cc1 returned S3 lipid droplet inactive.
COc1cc(CNCc2ccco2)cc(OC)c1O was read as S3 lipid droplet inconclusive.
For Cc1ccc(NC(=O)Cc2nc(COC(=O)Cc3cccc(C(F)(F)F)c3)cs2)cc1 the results were S3 lipid droplet inconclusive.
For Cc1ccc(CN(CC(=O)NCCc2ccccc2)C(=O)c2csnn2)cc1 the results were S3 lipid droplet inconclusive.
`COc1ccc(N2CCN(C(=O)c3ccc(OCc4c(C)noc4C)c(OC)c3)CC2)cc1` gave S3 lipid droplet inconclusive.
`O=C(CN(C(=O)Cn1nnc(-c2ccc(F)cc2)n1)c1cccc(F)c1)NC1CCCC1` gave S3 lipid droplet inconclusive.
Screening Nc1nonc1-c1nc2ccccc2n1CC(=O)N1CCCCC1 returned S3 lipid droplet inconclusive.
CN(C)c1ccc(CNc2ncnc3sccc23)cc1 was read as S3 lipid droplet inconclusive.
`CC(C)CN(C(=O)COC(=O)c1cncc(Br)c1)c1c(N)n(Cc2ccccc2)c(=O)[nH]c1=O` gave S3 lipid droplet inconclusive.
`CC(=O)Nc1cccc(NC(=O)C2CCCN2C(=O)Nc2ccc(Cl)cc2)c1` (stereo unspecified) gave S3 lipid droplet 9% and S3 lipid droplet cell count max -10.
Screening COc1ccccc1NC(=O)CSc1nnc(COc2ccc(Cl)cc2)o1 returned S3 lipid droplet inconclusive.
Screening CCn1nc(NS(=O)(=O)c2ccc([N+](=O)[O-])cc2)c2cc3ccccc3nc21 returned S3 lipid droplet 17% and S3 lipid droplet cell count max -8.
`NC(=O)c1ccc(NC(=O)CS(=O)(=O)c2cn(CC(=O)N3CCCCC3)c3ccccc23)cc1` gave S3 lipid droplet inconclusive.
Screening Cc1ccc(/C=N/Nc2nncc(-c3ccccc3)n2)o1 returned S3 lipid droplet inconclusive.
For Cc1ccc(-c2cc3nc(C)cc(C)n3n2)cc1 the results were S3 lipid droplet 8% and S3 lipid droplet cell count max 0.
CC(C)NC(=O)c1ccc(-c2ccccc2C(F)(F)F)o1 was read as S3 lipid droplet inconclusive.
S=C(NCc1ccc2c(c1)OCO2)Nc1ccc2nsnc2c1 was read as S3 lipid droplet inconclusive.
Screening COCCN1Cc2cccc(C(=O)Nc3cccc(OC)c3)c2C1=O returned S3 lipid droplet -8% and S3 lipid droplet cell count max 17.
`CCOC(=O)c1nn(-c2ccccc2)c2nnc(Cc3ccc(Cl)cc3)c(=O)n12` gave S3 lipid droplet 1% and S3 lipid droplet cell count max -4.
CCN=C1S/C(=C\c2cn(C(C)=O)nc2-c2ccccc2)C(=O)N1CC was read as S3 lipid droplet inconclusive.
Screening COCCCNc1nnc(Cc2ccc(Cl)cc2)c(=O)[nH]1 returned S3 lipid droplet 8% and S3 lipid droplet cell count max 12.
Screening COc1ccc(-c2noc(CN(C(=O)c3ccc4c(c3)OCO4)C(C)C)n2)cc1OC returned S3 lipid droplet inconclusive.
For COc1ccc(C(=O)CCS(=O)(=O)c2ccc(F)cc2)cc1OC the results were S3 lipid droplet -13% and S3 lipid droplet cell count max 16.
O=C(CCS(=O)(=O)c1ccccc1)Nc1ccccn1 was read as S3 lipid droplet inactive.
For Cc1cccc(NC(=O)c2cc(-c3ccco3)nc3ccccc23)n1 the results were S3 lipid droplet inconclusive.
For CN(C)CCCNC(=O)COc1ccc(Br)cc1Cl the results were S3 lipid droplet inconclusive.
Screening O=C(O)C1CCCCC1C(=O)Nc1ccccc1Nc1ccccc1 (stereo unspecified) returned S3 lipid droplet inactive.

No new results follow: an excerpt of the list.
For Cc1ccc(-c2cc3nc(C)cc(C)n3n2)cc1 the results were S3 lipid droplet 8% and S3 lipid droplet cell count max 0.
CC(C)NC(=O)c1ccc(-c2ccccc2C(F)(F)F)o1 was read as S3 lipid droplet inconclusive.
S=C(NCc1ccc2c(c1)OCO2)Nc1ccc2nsnc2c1 was read as S3 lipid droplet inconclusive.
Screening COCCN1Cc2cccc(C(=O)Nc3cccc(OC)c3)c2C1=O returned S3 lipid droplet -8% and S3 lipid droplet cell count max 17.
`CCOC(=O)c1nn(-c2ccccc2)c2nnc(Cc3ccc(Cl)cc3)c(=O)n12` gave S3 lipid droplet 1% and S3 lipid droplet cell count max -4.
CCN=C1S/C(=C\c2cn(C(C)=O)nc2-c2ccccc2)C(=O)N1CC was read as S3 lipid droplet inconclusive.
Screening COCCCNc1nnc(Cc2ccc(Cl)cc2)c(=O)[nH]1 returned S3 lipid droplet 8% and S3 lipid droplet cell count max 12.
Screening COc1ccc(-c2noc(CN(C(=O)c3ccc4c(c3)OCO4)C(C)C)n2)cc1OC returned S3 lipid droplet inconclusive.
For COc1ccc(C(=O)CCS(=O)(=O)c2ccc(F)cc2)cc1OC the results were S3 lipid droplet -13% and S3 lipid droplet cell count max 16.
O=C(CCS(=O)(=O)c1ccccc1)Nc1ccccn1 was read as S3 lipid droplet inactive.
For Cc1cccc(NC(=O)c2cc(-c3ccco3)nc3ccccc23)n1 the results were S3 lipid droplet inconclusive.
For CN(C)CCCNC(=O)COc1ccc(Br)cc1Cl the results were S3 lipid droplet inconclusive.
Screening O=C(O)C1CCCCC1C(=O)Nc1ccccc1Nc1ccccc1 (stereo unspecified) returned S3 lipid droplet inactive.

(continued)
For O=C(O)C1Sc2[nH]c(=O)sc2C2c3cc(Cl)ccc3OC(=O)C12 (stereo unspecified) the results were S3 lipid droplet inconclusive.
COc1ccc(/C=C(/C(=O)NCc2ccccc2)c2ccccc2)cc1 was read as S3 lipid droplet inconclusive.
For CC[N+](CC)(CCO)CCCN1C(=O)C2CC=C(Cl)CC2C1=O (stereo unspecified) the results were S3 lipid droplet inconclusive.
For COc1ccccc1C(=O)Nc1sc2c(c1C#N)CCC2 the results were S3 lipid droplet inconclusive.
Cc1cc(/C=N/Nc2nc(N)ncc2[N+](=O)[O-])c(C)n1-c1ccccc1F was read as S3 lipid droplet 22% and S3 lipid droplet cell count max 8.
COc1ccc(N(CC(=O)Nc2cccc(OC)c2)S(=O)(=O)c2c(C)nn(C)c2C)cc1 was read as S3 lipid droplet -1% and S3 lipid droplet cell count max -13.
`COC(=O)CCC(NC(=O)OCc1ccccc1)C(=O)NC(CC(C)C)C(=O)OC` (stereo unspecified) gave S3 lipid droplet 14% and S3 lipid droplet cell count max -11.
For C=CCN(C(=O)CCC(=O)Nc1cc(C)on1)C(C(=O)NC(C)(C)C)c1cccc(OC)c1OC (stereo unspecified) the results were S3 lipid droplet inconclusive.
Screening C[C@H]1[C@H](C)CC[C@]2(C)CC[C@]3(C)C(=CC[C@@H]4[C@@]5(C)CC[C@@H](O)[C@](C)(C(=O)O)[C@@H]5CC[C@]43C)[C@H]12 returned S3 lipid droplet 11% and S3 lipid droplet cell count max 1.
Screening CCc1ccc(CNC(=O)Cn2nc(-c3ccc(C)cc3)ccc2=O)cc1 returned S3 lipid droplet 8% and S3 lipid droplet cell count max 16.
O=C(N/C(=C/c1cccnc1)C(=O)N1CCOCC1)c1ccccc1F was read as S3 lipid droplet 6% and S3 lipid droplet cell count max 4.
For COc1ccccc1-n1cnnc1SCC(=O)Nc1cccc(S(=O)(=O)N2CCCCC2)c1 the results were S3 lipid droplet inconclusive.
CC(=O)c1ccc(N2CCN(S(=O)(=O)c3cn(C)cn3)CC2)cc1 was read as S3 lipid droplet inconclusive.
`O=C(CSc1ccc2nnc(-c3ccccn3)n2n1)Nc1ccc2c(c1)OCO2` gave S3 lipid droplet inconclusive.
`C=C[C@@H]1c2c(F)cccc2N(S(=O)(=O)c2ccc(C)cc2)[C@H](c2ccc(C(=O)OC)cc2)C1(C#N)C#N` gave S3 lipid droplet inconclusive.
For COc1cc(C(=O)NCC(=O)N/N=C(/C)c2cccs2)cc(OC)c1OC the results were S3 lipid droplet inconclusive.
Screening O=C(NCc1ccc(F)cc1)Nc1ccccc1 returned S3 lipid droplet inactive and S3 lipid droplet cell count max -29.
`CCc1ccc(C2C(C#N)=C(N)N(N(C)C)C3=C2C(=O)CCC3)s1` (stereo unspecified) gave S3 lipid droplet inconclusive.
CC(C)CCN1CCN(Cc2cccc3cccnc23)CC1CCO (stereo unspecified) was read as S3 lipid droplet -3% and S3 lipid droplet cell count max 12.
For O=C(/C=C/c1ccc(Cl)cc1)c1ccc([N+](=O)[O-])o1 the results were S3 lipid droplet inconclusive.
Screening O=C(OCc1cccc([N+](=O)[O-])c1)c1cc(=O)[nH]c2ccccc12 returned S3 lipid droplet 10% and S3 lipid droplet cell count max 4.
COc1ccccc1CC(NC(C)=O)C(=O)NC1CCN(C(=O)Nc2ccccc2C)CC1 (stereo unspecified) was read as S3 lipid droplet inconclusive.
`CCOC(=O)c1c(NC(=O)CN2C(=O)C(=O)N(CC(C)C)C2=O)sc(C)c1CC` gave S3 lipid droplet inconclusive.
Screening CCOC(=O)c1cc(NC(=O)NC2CCCCC2)c(C)nc1C returned S3 lipid droplet inconclusive.

Overlap with the part before: 2 entries, then new ones.
`CCOC(=O)c1c(NC(=O)CN2C(=O)C(=O)N(CC(C)C)C2=O)sc(C)c1CC` gave S3 lipid droplet inconclusive.
Screening CCOC(=O)c1cc(NC(=O)NC2CCCCC2)c(C)nc1C returned S3 lipid droplet inconclusive.
Screening CCCCCn1c(C(C)NC(=O)CCC)nc2ccccc21 (stereo unspecified) returned S3 lipid droplet inconclusive.
`CN1/C(=C/C(=S)NC(=O)C2CCC2)C(C)(C)c2ccccc21` gave S3 lipid droplet inconclusive.
For Cc1ccc(OCC(=O)NNC(=O)c2ccco2)c(C)c1 the results were S3 lipid droplet inconclusive.
O=C(Nc1cccc(Cl)c1)c1cc(S(=O)(=O)N2CCCCC2)c[nH]1 was read as S3 lipid droplet -26% and S3 lipid droplet cell count max 19.
For COc1ccc(C(CNC(=O)c2cc(C)on2)N(C)C)cc1 (stereo unspecified) the results were S3 lipid droplet inconclusive.
CCC(=O)N1CCc2cc(S(=O)(=O)CCC(=O)NCCC3=CCCCC3)ccc21 was read as S3 lipid droplet inconclusive.
COC(=O)c1ccccc1OC(=O)c1cccnc1 was read as S3 lipid droplet inconclusive.
O=C(O)c1ccc(CNCc2ccc(Cl)cc2)cc1 was read as S3 lipid droplet 4% and S3 lipid droplet cell count max 11.
Screening Cc1onc(-c2ccccc2Cl)c1C(O)c1ccc(F)cc1 (stereo unspecified) returned S3 lipid droplet 10% and S3 lipid droplet cell count max -7.
`Nc1nc(NS(=O)(=O)c2ccc(Cl)cc2)nn1-c1ccccc1` gave S3 lipid droplet inconclusive.
Screening CC(O)CNCCOc1cccc(Oc2ccccc2)c1 (stereo unspecified) returned S3 lipid droplet inconclusive.
CCCC(=O)Nc1c(-c2cccc(OC)c2)c(=O)c2ccccc2n1C was read as S3 lipid droplet -11% and S3 lipid droplet cell count max -18.
COCCCn1c(=NC(=O)c2ccccc2)c(C#N)cc2c(=O)n3cccc(C)c3nc21 was read as S3 lipid droplet 3% and S3 lipid droplet cell count max 11.
CC1CCCN(CCOCCOc2ccc(Cl)cc2Br)C1 (stereo unspecified) was read as S3 lipid droplet inconclusive.
